# Anthrax LF prot: anthrax lethal factor protease inhibition | AID 588501 | inhibition, % at 10 µM | 360,000 tested, 0.12% active | P15917 | multiplex microsphere protease cleavage assay, LF; further: plate controls were buffer without enzyme for full effect and enzyme alone for no effect
# Rv3671c protease: inhibits the M. tuberculosis serine protease Rv3671c | P9WHR9 | inhibition, % at 5.96 µM | 320,000 tested, 0.048% active; in the data active means inhibition above about 38%;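 further: extracellular domain of Rv3671c used as enzyme; 0% = enzyme with DMSO and 100% = no enzyme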
# Target sequence (P9WHR9 whole entry, looked up, the tested form may be a part): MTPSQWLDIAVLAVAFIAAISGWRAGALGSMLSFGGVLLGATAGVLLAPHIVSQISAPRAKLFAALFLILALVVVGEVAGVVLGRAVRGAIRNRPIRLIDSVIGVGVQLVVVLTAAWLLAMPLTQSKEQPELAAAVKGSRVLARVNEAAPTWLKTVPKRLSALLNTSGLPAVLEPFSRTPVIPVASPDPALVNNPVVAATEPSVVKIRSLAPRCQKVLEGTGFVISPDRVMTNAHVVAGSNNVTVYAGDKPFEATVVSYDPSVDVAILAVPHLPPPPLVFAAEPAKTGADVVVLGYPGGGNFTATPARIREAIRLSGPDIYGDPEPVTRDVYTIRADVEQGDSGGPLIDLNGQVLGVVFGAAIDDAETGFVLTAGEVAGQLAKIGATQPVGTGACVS
# BoNT A protease: BoNT A light chain protease inhibition | multiplex microsphere protease substrate cleavage, flow cytometry | inhibition, % at 10 µM | 360,000 tested, 0.17% active; further: plate controls were buffer without enzyme for full effect and enzyme alone for no effect
# DUSP3 inh: DUSP3 (human) phosphatase inhibition | P51452 | recombinant VHR phosphatase, pNPP absorbance | inhibition, % at 13.3 µM | 290,000 tested, 0.52% active | AID 1654; in the data active means inhibition above about 50%; further: some compounds called inactive have numbers as strong as hits
# Target sequence (P51452 whole entry, looked up): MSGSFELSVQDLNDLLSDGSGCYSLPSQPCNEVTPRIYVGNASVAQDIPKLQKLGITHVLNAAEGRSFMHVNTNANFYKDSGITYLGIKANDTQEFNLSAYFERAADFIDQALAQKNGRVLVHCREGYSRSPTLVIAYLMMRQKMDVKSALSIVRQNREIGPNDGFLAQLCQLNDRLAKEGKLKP
# PriA SSB inh: K. pneumoniae PriA-SSBct interaction inhibition | AlphaScreen SSBct-PriA binding, biotinylated peptide | inhibition, % at 33 µM | 430,000 tested, 0.6% active | AID 1272365; in the data active means inhibition mostly above about 37%, no sharp cut-off; inactive means mostly below about 20%;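 further: plate controls were negative control peptide for no effect and reference peptide for full effect; strong numbers were not always called active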
# MazEF act: MazEF (E. coli) toxin RNase activation | FAM/BHQ RNA-DNA oligo cleavage fluorescence, 5 h | 350,000 tested, 0.32% active | AID 504720 | P0AE70 | activation, % at 20 µM; in the data active means activation above about 50%
# Target sequence (P0AE70 whole entry, looked up): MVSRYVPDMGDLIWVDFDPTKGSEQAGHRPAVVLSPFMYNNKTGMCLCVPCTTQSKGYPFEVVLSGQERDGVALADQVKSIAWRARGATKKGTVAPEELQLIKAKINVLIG
# PrPC TRFRET: cell surface PrPC inhibition, primary TR-FRET screen. TR-FRET read-out. inhibition, % at 13.8 µM. 370,000 tested, 0.43% active; in the data active means inhibition above about 24%; further: 0% = median of the test wells and 100% = reference compound wells
# 3CLpro inhibitor: SARS-CoV 3CLpro protease inhibition; P0C6X7; recombinant SARS-CoV 3CLpro, quenched FRET peptide cleavage; inhibition, % at 6 µM; 290,000 tested, 0.14% active; in the data active means inhibition above about 12%
# CCHFV vOTU inh: CCHFV vOTU protease inhibition; Pep-AMC fluorescence; inhibition, % at 11.5 µM; 370,000 tested, 0.55% active; AID 651958; in the data active means inhibition above about 30%; further: 0% = vehicle wells with enzyme and 100% = no enzyme wells
# BoNT-F LC inh: BoNT F light chain protease inhibition | Multiplex microsphere protease cleavage assay, flow cytometry | inhibition, % at 10 µM | 360,000 tested, 0.22% active; in the data active means inhibition above about 35%, passing the limit was not always enough; inconclusive means no clear call, values can overlap the other calls; further: plate controls were buffer without enzyme for full effect and enzyme alone for no effect
# * hit, by the source's call; i = inactive; ? = inconclusive; · = not tested or not shown; & = joins results of further samples. Unless noted, no stated cut-off is given here; in the data, active means inhibition above about 30%; inconclusive means no clear call, values can overlap the other calls; inactive means below that.
# Values in the order: Anthrax LF prot	Rv3671c protease	BoNT A protease	DUSP3 inh	PriA SSB inh	MazEF act	PrPC TRFRET	3CLpro inhibitor	CCHFV vOTU inh	BoNT-F LC inh
CCn1c2c(c3ccc(OC)cc31)CCCC2=O
 : -2.4	1.0	-0.9	7.2	-7.0	-1.8	-6.7	1.6	4.9	-2.2
Cc1c(C(=O)N2CCN(c3ccccn3)CC2)cccc1[N+](=O)[O-]
 : -5.5	3.9	0.1	24.9	-8.0	3.3	-6.5	1.3	-8.9	-2.5
COc1cc(/C=C(\C#N)c2nc3ccccc3[nH]2)cc(OC)c1O
 : 1.1	1.0	-0.1	2.0	-1.1	-274.0	-18.9	-7.9	21.9	-4.0
CC(=O)N1c2ccc(S(=O)(=O)NCCC(=O)Nc3ccc(OC(F)(F)F)cc3)cc2CC1C (centres undefined)
 : 0.1	-0.8	-1.8	-7.2	2.2	2.4	7.0	4.2	16.6	-8.1
COC(=O)c1ccccc1NC(=O)CCNC(=O)Cn1cnc2ccccc2c1=O
 : 5.8	-2.6	1.8	5.0	-4.5	4.4	3.6	-0.1	4.5	?
CC(=O)c1sc2nsc(SCCN3CCCCC3)c2c1N
 : -0.7	1.4	0.2	13.6	-8.7	-3.7	-7.1	0.7	7.9	-7.0
CN(c1ccc(OCCOc2ccccc2Cl)cc1)S(=O)(=O)c1ccccc1
 : -3.0	-15.3	-0.9	·	-5.3	0.4	1.0	·	1.4	-12.7
O=C(C[C@H]1C/C=C\CC[C@@H](Cc2ccc(F)cc2)C(=O)O[C@@H](c2ccccc2)CNC1=O)N[C@@H](CO)Cc1ccccc1
 : -1.6	-29.7	-0.1	·	-12.1	-9.1	7.6	·	19.1	0.2
CCc1nc2ccc(C(=O)NCc3cccs3)cn2c1N(CC)CCN(C)C
 : 1.3	·	-0.2	·	·	·	-0.2	·	-5.1	-1.3
COc1ccc2cc(C#N)c(Cl)nc2c1
 : 5.8	-2.5	-0.4	0.9	-21.7	5.8	7.9	-3.5	-9.2	-1.0
CC(NC(=O)c1cn(C(C)c2ccccc2F)nn1)c1ccncc1 (centres undefined)
 : -1.9	-0.9	0.1	11.8	-12.9	4.6	-3.8	-3.5	-0.7	0.5
C/C(=N/OC(=O)C1CC12CCC2)c1ccc(Br)cc1 (centres undefined)
 : 2.5	5.4	-0.5	26.9	·	0.1	6.0	1.7	-7.0	-4.0
Cc1ccc(-n2nc3c(N4CCC(C(=O)N5CCC(C(N)=O)CC5)CC4)nnc(C)c3c2C)cc1
 : 2.2	1.6	-6.2	2.2	10.9	10.0	-4.7	-2.1	1.9	14.4
COc1ccc(S(=O)(=O)Nc2ccc(O)c(Sc3ncn[nH]3)c2)cc1
 : -8.5	4.5	0.2	8.8	-17.0	6.5	-7.9	-1.6	-16.4	-1.3
COC(=O)c1cc2c(C)nn(-c3ccccc3)c2s1
 : -1.5	2.6	-0.3	25.2	-25.3	-0.3	2.1	-0.5	-4.2	-4.3
CCc1ccc(CN/C=C/C(=O)c2ccc(Br)cc2)cc1
 : -3.1	-5.8	-0.7	-4.1	·	-4.8	1.6	3.9	2.6	-12.7
Cc1ccccc1N1CCN(CC(=O)NCc2ccc(Cl)cc2)CC1
 : -6.8	-1.6	-2.0	2.3	-3.3	-7.7	7.3	-1.4	-0.3	-45.3
CCOc1cc(S(=O)(=O)Nc2cc(C)cc(C)c2)ccc1Cl
 : -2.1	-4.4	-1.3	8.7	-21.5	-10.2	13.9	1.8	12.7	-12.3
CCOC(=O)COc1ccc2nsnc2c1Cl
 : 1.4	0.3	0.5	28.2	-19.5	0.1	-109.3	-1.1	-13.6	3.8
COc1cc(CCC(=O)OCC(=O)Nc2cc(S(=O)(=O)N3CCOCC3)ccc2Cl)cc(OC)c1OC
 : -0.8	·	-3.2	·	-4.4	3.9	6.0	·	7.3	-6.0
CSCc1ccc(C(=O)OCC(=O)NC2CCCC2)o1
 : -4.0	·	-0.4	·	·	5.7	-3.5	·	-7.3	-8.3
Cc1ccc(CN(c2ccc(C(=O)Nc3cccnc3)cc2)S(C)(=O)=O)cc1
 : -3.0	-7.9	0.1	16.1	-1.8	4.5	-0.4	3.9	-7.5	0.6
NNC(=O)c1ccc(COc2cccc3cccnc23)cc1
 : 1.1	0.1	2.0	19.0	-1.9	-11.1	-1.7	1.8	-1.8	-3.3
Cc1ccc2nc(SCC(=O)Nc3ccc(F)c([N+](=O)[O-])c3)[nH]c2c1
 : -0.2	-4.2	0.6	13.3	23.2	5.0	-27.8	3.7	0.5	-4.0
O=C(O)c1cccc(Cn2cccn2)c1
 : -1.6	-1.4	0.5	43.3	-14.4	-6.0	-7.3	5.2	-8.1	-12.3
Cc1ccc(CSCCNC(=O)c2ccc(N(C)S(=O)(=O)c3ccccc3)cc2)cc1
 : -7.8	-40.0	-0.6	-10.9	-15.7	-2.1	1.4	-4.0	5.1	-8.6
COc1ccc(/C(O)=C/C(=O)C(=O)Nc2c(C)n(C)n(-c3ccccc3)c2=O)cc1
 : -10.0	-13.1	2.0	2.7	·	-10.1	1.4	-1.4	-5.9	1.7
CCCCNC(=O)C1c2ccccc2OCC(=O)N1CCc1ccc(OC)c(OC)c1 (centres undefined)
 : -0.8	·	-0.4	·	·	·	-1.0	·	1.7	-16.5
COc1cc(OC)cc(-c2c(C#Cc3ccsc3)c3cc(Br)ccc3n2C)c1
 : -5.9	-6.4	0.5	·	-5.9	-17.0	-6.8	·	-8.1	-2.1
Cc1cccc(N2CCN(S(=O)(=O)c3ccc4c(c3)CC(=O)N4C)CC2)c1C
 : -0.5	-4.0	-0.9	-7.2	-2.6	-9.7	-2.1	7.5	2.8	-2.4
Cc1cc(C)nc(SCC(=O)c2c(N)n(C)c(=O)n(C)c2=O)n1
 : 1.6	3.1	?	21.3	-11.6	3.1	-4.5	0.8	-15.4	0.5
CCOc1ccc(C2c3cc(OC)c(OC)cc3CC(=O)N2c2ccccc2)cc1 (centres undefined)
 : -1.1	1.4	4.8	32.1	5.2	6.4	1.5	-1.4	-4.0	7.4
Nc1nc2ccc(O)cc2s1
 : -1.6	2.5	-3.9	-24.4	-6.5	14.9	0.5	2.9	7.4	-1.8
O=C(c1cc(Br)ccc1Cl)N1CCN(c2ccc(N3CCOCC3)nn2)CC1
 : -1.8	-0.9	-1.7	·	6.9	-2.3	19.4	·	-42.1	5.0
CC12CCC(C(=O)N3CCOCC3)([C@H](Br)C1=O)C2(C)C (some centres undefined)
 : 13.4	0.6	-1.0	9.0	-6.0	7.3	-3.4	2.5	-13.2	?
O=C(NCCc1ccc(F)cc1)c1ccc(NS(=O)(=O)c2ccc3[nH]c(=O)[nH]c3c2)cc1
 : -1.2	-11.8	2.7	·	-7.7	5.6	-3.0	·	-7.4	14.2
Cc1ccc(NC(=S)NNC(=O)c2ccc(N3CCOCC3)c([N+](=O)[O-])c2)cc1C
 : -1.9	-1.2	-1.2	1.2	36.8	2.0	-1.0	-0.8	8.4	-15.8
c1ccc(CNc2ncnc3c2cnn3Cc2ccccc2)cc1
 : -3.7	-2.2	0.1	8.7	-2.3	1.6	20.4	5.4	-13.3	3.1
COC(=O)c1ccc(-c2ccc(/C=N/NC(=O)Cc3nnc(N)s3)o2)cc1
 : -2.4	3.0	?	11.6	i	11.9	-26.0	-0.6	-21.5	?
CCCCCCNC(=O)O[C@H]1C[C@@H]2C(=O)N(c3ccccc3)C(=O)[C@@H]2[C@@H]2CN(S(=O)(=O)c3ccc(C)cc3)C[C@]12O
 : 9.2	·	1.0	·	·	-11.4	5.6	·	20.2	1.1

# Structural class, the entries above containing fluorine.
# Values in the order: Anthrax LF prot	Rv3671c protease	BoNT A protease	DUSP3 inh	PriA SSB inh	MazEF act	PrPC TRFRET	3CLpro inhibitor	CCHFV vOTU inh	BoNT-F LC inh
CC(=O)N1c2ccc(S(=O)(=O)NCCC(=O)Nc3ccc(OC(F)(F)F)cc3)cc2CC1C (centres undefined)
 : 0.1	-0.8	-1.8	-7.2	2.2	2.4	7.0	4.2	16.6	-8.1
O=C(C[C@H]1C/C=C\CC[C@@H](Cc2ccc(F)cc2)C(=O)O[C@@H](c2ccccc2)CNC1=O)N[C@@H](CO)Cc1ccccc1
 : -1.6	-29.7	-0.1	·	-12.1	-9.1	7.6	·	19.1	0.2
CC(NC(=O)c1cn(C(C)c2ccccc2F)nn1)c1ccncc1 (centres undefined)
 : -1.9	-0.9	0.1	11.8	-12.9	4.6	-3.8	-3.5	-0.7	0.5
Cc1ccc2nc(SCC(=O)Nc3ccc(F)c([N+](=O)[O-])c3)[nH]c2c1
 : -0.2	-4.2	0.6	13.3	23.2	5.0	-27.8	3.7	0.5	-4.0
O=C(NCCc1ccc(F)cc1)c1ccc(NS(=O)(=O)c2ccc3[nH]c(=O)[nH]c3c2)cc1
 : -1.2	-11.8	2.7	·	-7.7	5.6	-3.0	·	-7.4	14.2

# (next part)
# Values in the order: Anthrax LF prot	Rv3671c protease	BoNT A protease	DUSP3 inh	PriA SSB inh	MazEF act	PrPC TRFRET	3CLpro inhibitor	CCHFV vOTU inh	BoNT-F LC inh
Fc1ccc(CNc2ncccn2)cc1
 : 3.5	-11.2	-3.1	10.2	-10.5	9.6	6.6	-3.4	3.5	-18.6
CC(C)CN(C(=O)COC(=O)/C=C/c1cccs1)c1c(N)n(Cc2ccccc2)c(=O)[nH]c1=O
 : ·	1.8	·	·	-5.5	-3.5	-4.0	·	-2.5	·
CC1=Nc2ccccc2/C1=C\c1nc(-c2ccc(C(F)(F)F)cc2)oc1O
 : 6.2	5.1	9.5	23.2	8.7	56.6*	-1.1	2.0	-11.2	-47.4
CN1CCSc2ccc(C(=O)Nc3cc(F)ccc3F)cc21
 : 0.7	-1.7	0.2	1.5	-11.0	6.4	11.9	-0.3	3.0	5.3
Oc1ccc(/C=N/N2CCN(C3c4ccccc4-c4ccccc43)CC2)c(O)c1
 : -7.5	3.6	-2.4	15.1	·	11.0	0.7	-1.8	14.3	0.7
CCCCCCCNC(=O)C1(CC2CC(c3cccc(Br)c3)=NO2)CCN(C(=O)C2CCCC2)CC1 (centres undefined)
 : 4.2	-14.3	-0.1	·	-16.1	-14.4	-11.1	·	18.5	0.4
O=C(CSc1cccc[n+]1[O-])Nc1ccc(C(F)(F)F)cc1[N+](=O)[O-]
 : -0.2	0.0	-1.4	18.4	-18.5	8.3	-13.9	0.3	10.3	-7.6
COc1ccc(OCC(=O)N(C)CC2COc3ccccc3O2)cc1 (centres undefined)
 : -0.3	2.0	-0.2	·	-2.5	-4.5	2.8	·	1.8	2.7
COc1cccc(CNC(=O)CCC2CCCN(C(=O)c3cccc4c(C)c(C)[nH]c34)C2)c1 (centres undefined)
 : -2.7	-2.0	0.6	0.4	2.4	3.2	15.3	-4.6	-11.7	0.3
N#C/C(=C\c1cccnc1)c1ccc([N+](=O)[O-])cc1
 : -2.2	3.8	-1.8	-11.8	-11.1	8.1	-51.1	7.8	5.6	?
O=CN1CCN(C(=O)c2ccc([N+](=O)[O-])cc2)CC1
 : -1.0	-14.1	-0.1	-1.6	0.2	5.1	-24.5	-0.2	5.2	-1.3
COc1ccccc1CNCc1ccc(OC)c(OC)c1OC
 : -3.0	-1.6	-1.4	20.4	-18.7	4.2	-9.4	1.5	-15.5	-8.9
Cc1ccc(C)c2nc3sc(C(=O)O)cc3cc12
 : -5.6	10.3	-0.7	21.8	-3.2	-2.1	-10.7	6.5	-22.5	-8.1
CCOc1cc(S(=O)(=O)NCCCn2ccnc2)ccc1Cl
 : -5.3	1.6	2.7	17.9	1.0&7.3	-1.5	3.1	1.3	2.1	?
CCCCS(=O)(=O)Nc1ccc2cn[nH]c2c1
 : -5.6	-5.2	-0.3	20.4	11.1	0.6	1.7	-3.6	-13.8	-7.8
O=C(O)C1C2C=CC(C2)C1C(=O)Nc1cccc(C(=O)N2CCCCC2)c1 (centres undefined)
 : -5.6	0.8	-0.3	42.2	-14.7	3.8	0.5	5.0	-17.7	-1.2
CCSc1nc2c(c(=O)[nH]1)C(c1ccc(C)cc1)C1=C(CCCC1=O)N2 (centres undefined)
 : -6.6	2.5	0.1	24.4	-3.3	4.4	-4.2	-5.8	-21.7	2.3
COc1cccc2cc(C(=O)N3CCCCCCC3)c(=O)oc12
 : -10.0	-3.2	-5.7	20.8	-4.1	-6.8	-5.4	-4.1	-4.3	?

# Only part of the results is shown (hit frequency here may not be typical).
